# zVAD death inh – blocks zVAD induced death of L929 cells; 0.38% of 220,000 active; L929 zVAD necroptosis rescue, ATP luminescence, 24 h; with zVAD 60 µM; viability rescue, % at 10 µM; AID 1377;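 active = activation, scaled between plate controls, above about 75%, limit read from the data; inactive = activation under that limit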;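 note: 0% = zVAD with DMSO and 100% = DMSO alone without zVAD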
# 14-3-3 Bad inh – disrupts binding of bovine 14-3-3 zeta to phospho-Bad peptide. P63103. TR-FRET 14-3-3zeta/Dy647-pBad peptide displacement, 1 h. inhibition, % at 21.7 µM. 0.71% of 220,000 active. AID 781;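 active = inhibition above about 70%, limit read from the data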;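 note: 0% = full 14-3-3 plus peptide FRET controls and 100% = background without 14-3-3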
# m-calpain inh – inhibitors of pig calpain II. purified calpain II, fluorogenic peptide substrate, 30 min. inhibition, % at 16 µM. 0.37% of 220,000 active. AID 1236;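 active = inhibition above about 50%, limit read from the data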
# EP2 mod – modulators of human EP2 prostaglandin E2 receptor; induction, % at 25 µM; AID 940; 0.83% of 260,000 active; P43116; EP2-expressing cells, cAMP HTRF FRET, PGE2 co-stimulation;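 active = compounds whose cAMP rise, as percent of the full-agonist control response, exceeds 60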;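 note: rat C6 glioma line stably carrying human EP2 under a CMV promoter; the protocol text gives 20 µM as final concentration; 100% = response of wells given 1 µM PGE2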
# Tb hexokinase – T. brucei hexokinase 1 inhibition; inhibition, % at 10 µM; 0.11% of 220,000 active; recombinant TbHK1, G6PDH-coupled NADH A340;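 active = inhibition of 50% or more in the single-dose primary screen; inactive = inhibition below 50%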
# Hck Nef HTS – blocks Nef-activated human Hck kinase; 0.68% of 220,000 active; P08631; inhibition, % at 20 µM; Recombinant Hck-YEEI plus Nef, Z-Lyte FRET kinase assay;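 active = Hck-Nef kinase inhibition above about 50%, limit read from the data; inactive = inhibition below that limit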;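 note: 0% = DMSO with Hck plus Nef and 100% = Hck alone without Nef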
# EP2 antag – blocks the human prostaglandin E2 receptor EP2; 0.52% of 260,000 active; AID 1422; inhibition, % at 25 µM; P43116; C6 glioma cells expressing human EP2, cAMP TR-FRET; cells stimulated with saturating PGE2;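 active = percent inhibition above 40 after rounding to a whole number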;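 note: rat C6 glioma host cells with rolipram phosphodiesterase inhibitor present; the protocol text gives 20 µM as final concentration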
# Rad51 HR inh – Rad51 (human) homologous recombination inhibition | AID 1385 | 0.085% of 200,000 active | Q06609 | inhibition, % at 10 µM | hRad51 DNA strand exchange, fluorescence dequenching;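 active = inhibition above 40% at the single screening dose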;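 note: 0% = DMSO control wells and 100% = blanks with heterologous ssDNA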
#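 material = hRad51 filaments on single-stranded DNA | timing = filaments 15 min 37 °C, then compound 30 min | signal = FRET fluorescence dequenching, excitation 485 nm, emission 520 nm | benchmarks = control wells and blank wells on each plate | evaluation = percent inhibition relative to plate controls and blanks | compound = 10 µM final, single point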
# eIF4E-4G inh – eIF4E/eIF4G interaction inhibition in translation initiation. TR-FRET eIF4E-eIF4GI(517-606) binding, 2 h. 0.37% of 220,000 active. P63073+Q04637. inhibition, % at 21.7 µM;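 active = inhibition above about 30%, limit read from the data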;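 note: 0% = full FRET control wells and 100% = background wells lacking eIF4GI fragment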
# Starred values were filed as active, the others as inactive; i = inactive; x = not tested or not shown; & = joins results of further samples; [ ] = another dose, or the depositor's remark. These rows are one share of the data; rates above refer to the full screens.
No.	SMILES	zVAD death inh	14-3-3 Bad inh	m-calpain inh	EP2 mod	Tb hexokinase	Hck Nef HTS	EP2 antag	Rad51 HR inh	eIF4E-4G inh
1	CCOC(=O)c1c(NC(=O)C2C3C=CC(CC3)C2C(=O)O)sc(C)c1CC (stereo not given)	-0.5	-1.1[fluorescence artefact?]	-2.6	30.9	1.1	2.0	19.1	10.6	2.3
2	CCOc1ccc(-c2nc(CSCC(=O)NC3CCCc4ccccc43)c(C)o2)cc1 (stereo not given)	-0.2	12.8	22.6	52.0	-7.7	5.3	8.0	7.0	5.2
3	O=C(COc1cc(Cl)c(Cl)cc1Cl)Nc1cccc(O)c1	-0.2	3.8	-15.6	-0.5	-1.0	19.8	5.3	x	-8.8
4	O=[N+]([O-])c1ccc(C[n+]2ccc(Cc3ccccc3)cc2)cc1	-0.1	2.5	-23.2	3.1	-0.9	0.7	7.8	-8.1	-0.4
5	C/C(=C\c1ccccc1)CN1CCC(C(=O)N2CCCC(C)C2)CC1 (stereo not given)	-0.1	29.5	30.4	27.9&4.0	0.7	-4.5	10.6&7.3	0.0	0.5
6	COc1ccc(-c2n[nH]c(=S)n2-c2cc(OC)ccc2OC)cc1	0.2	-4.5	-18.4	32.1	-8.5	2.4	2.1	-6.1	-7.9
7	CC(C)C(=O)Nc1ccc(C(=O)NNC(=S)NC(=O)c2ccccc2[N+](=O)[O-])cc1	0.9	-23.3	-5.5	37.6	-22.5	7.5	7.0	x	1.0
8	CCOc1cc(/C=N/NC(=O)c2ccc(-c3csc(Nc4ccc(C)cc4)n3)cc2)ccc1OCC(=O)O	1.0	75.0*	-139.8	-17.0	-17.5	51.6*	9.7	-3.0	31.1*
9	COc1ccc(N(C(=O)c2ccncc2)S(=O)(=O)c2ccc3c4c(cccc24)C(=O)N3C)cc1	0.7	1.3	18.9	-28.6	5.2	7.8	6.8	-4.4	2.0
10	O=[N+]([O-])c1cc(Cl)cc2c1nc(NCCO)c1ccccc12	-0.5	-2.6	-22.4	-36.0&5.2	-29.7	15.6	23.0&10.4	10.2	-0.7

# (next part)
No.	SMILES	zVAD death inh	14-3-3 Bad inh	m-calpain inh	EP2 mod	Tb hexokinase	Hck Nef HTS	EP2 antag	Rad51 HR inh	eIF4E-4G inh
11	CCCCN(CC)CCCNC(=O)CC1Oc2ccccc2NC1=O (stereo not given)	0.0	-8.2	-22.6	25.4	2.5	-0.6	6.7	5.5	-21.1
12	NC(=O)c1noc(C(=O)N(CC(=O)NC2CCCC2)Cc2ccc3c(c2)OCO3)c1N	0.0	2.6	-7.6	2.1	1.4	-9.3	9.2	12.0	2.1
13	COc1ccccc1NC(=O)c1ccc(NC(=O)COC(=O)CC(NC(=O)c2ccccc2Cl)c2ccccc2)cc1 (stereo not given)	0.4	-10.1	-96.3	-6.0	-6.4	0.1	1.2	x	-0.9
14	O=C(NC1CCCCC1)C(c1ccc2ncccc2c1)N(Cc1ccc(F)cc1)C(=O)c1cccs1 (stereo not given)	-0.2	0.2	-38.5	26.2	-1.9	-0.6	17.7	3.0	-0.6
15	COc1ccccc1NC(=O)c1ccc(NC(=O)COC(=O)CCC2CCCC2)cc1	2.1	-0.5	16.4	18.0	-1.8	0.6	7.1	-4.1	-2.7
16	COc1cccc(NC(=O)c2oc3ccccc3c2NC(=O)C(C)(C)C)c1	0.6	-10.1	22.4	8.7	-6.4	-0.2	2.9	-8.3	1.1
17	COc1cc(/C=C(\C#N)c2nc3ccccc3[nH]2)c([N+](=O)[O-])cc1OCc1ccccc1	-0.2	-0.6	-74.5	-23.5	-12.8	-0.3	6.9	-37.8	-1.3
18	CCC(=O)Nc1nc(C)c(-c2csc(Nc3cccc(C(=O)O)c3)n2)s1	31.9	-11.4	-61.0	6.9	-7.0	31.2	28.0	-6.7	3.2
19	O=C1COc2ccc(C(=O)CSc3nnc(Cc4cccs4)n3-c3ccc(Cl)cc3)cc2N1	-0.1	-0.7	-84.8	-19.1	0.8	1.8	5.9	-5.7	-0.8
20	Cc1ccc(C)c(S(=O)(=O)NCc2cccnc2)c1	0.5	11.5	-9.6	23.8	-3.9	8.4	6.7	3.1	-9.2

# A few values from the entries so far.
# compound 15 | zVAD death inh: 2.1
# compound 18 | EP2 antag: 28.0

# Additional records.
No.	SMILES	zVAD death inh	14-3-3 Bad inh	m-calpain inh	EP2 mod	Tb hexokinase	Hck Nef HTS	EP2 antag	Rad51 HR inh	eIF4E-4G inh
21	COc1cccc(CNC(=O)CCS(=O)(=O)c2cccc3nonc23)c1	-0.1	-8.3	15.3	17.7	1.2	-0.1	7.8	-2.9	0.1
22	COc1ccccc1N1CCN(C(=O)C2CCCCN2S(=O)(=O)c2ccc(C)cc2)CC1 (stereo not given)	-0.1	-1.7	-4.3	-38.3	-12.2	22.7	7.1	4.8	-2.5
23	O=C1CN(Cc2nc3cc(Cl)ccc3c(=O)[nH]2)CCN1	-0.1	-8.9	4.8	9.7	-8.5	-2.6	3.6	-1.5	-7.6
24	NC(=O)C(=O)N/N=C/c1c(F)c(F)c(F)c(F)c1F	68.7	13.6	-22.0	23.7	0.0	2.2	4.7	-5.3	4.0
25	COc1ccc2c(c1OC)C(=O)OC2Nc1nc(-c2ccccc2)cs1 (stereo not given)	3.4	-2.1	3.2	-17.7	3.9	-0.2	8.6	-4.9	-6.2
26	NNc1nc(-c2ccccc2)c2cc(Cl)ccc2n1	0.7	-16.0	-5.3	3.5	0.8	-19.0	13.1	x	-5.7
27	CCOC(=O)N1CCC(NC(=O)C(CC(C)C)NC(=O)C2CCC(C)CC2)CC1 (stereo not given)	0.4	-11.8[fluorescence artefact?]	-51.0	31.8	-1.9	-2.0	2.8	-2.0	-5.4
28	O=C(Cc1ccccc1)Oc1coc(CSc2ncccn2)cc1=O	0.2	-0.9	-10.6	21.1	-3.3	-44.1	1.7	7.7	3.0
29	Cc1ccc2nc(SCC(=O)c3c(N)n(C)c(=O)n(C)c3=O)[nH]c2c1	7.9	1.4	14.8	13.6	6.9	4.5	8.7	1.4	-2.6
30	O=C(NCc1ccccc1)C1CCC1	1.5	12.5	17.3	-8.8	33.3	-4.9	7.4	-3.6	-21.8

# More compounds follow.
No.	SMILES	zVAD death inh	14-3-3 Bad inh	m-calpain inh	EP2 mod	Tb hexokinase	Hck Nef HTS	EP2 antag	Rad51 HR inh	eIF4E-4G inh
31	O=C(Nc1ccccc1)c1cccnc1N1CCCC1	0.8	-5.5	3.9	28.4	-19.3	-0.6	7.1	-4.1	-7.1[fluorescence artefact?]
32	COCCN(CCOC)S(=O)(=O)c1ccc(C(=O)Nc2nc3c(s2)CCc2ccccc2-3)cc1	1.0	-5.5	-207.8	17.9	-8.2	7.3	4.8	4.5	-2.3
33	Cc1ccc(NC(=O)NC(=O)c2cnccc2C(F)(F)F)c(C)c1	0.2	-11.0	2.9	-25.4	8.1	5.7	7.6	11.9	-2.2
34	CCCc1nc(SCC(=O)N2CCc3ccccc3C2)c2ccccc2n1	0.7	-10.0	18.3	56.6	4.4	1.7	9.4	3.9	1.2
35	CCOC(=O)C1=NNC(C(=O)c2ccccc2)C1c1ccc(OC)cc1 (stereo not given)	0.0	x	x	x	1.0	-2.6	6.0	-1.5	x
36	CCn1c(CNC(=O)COc2ccc(C(C)C)cc2)nnc1SCC(=O)Nc1ccc(F)cc1	0.5	0.7	-3.3	-3.0	8.2	-20.4	12.1	-6.9	-2.2
37	COc1ccccc1N1CCN(C2CCN(C(=O)COc3cccc(C)c3)CC2)CC1	-0.1	25.7	27.0	-10.4	16.8	3.1	7.2	-3.7	-5.4
38	N#Cc1cc(C#N)c(N2CCN(c3cccc(Cl)n3)CC2)nc1N	0.0	1.8	30.0	-41.6	-6.8	-1.2	17.9	-2.7	6.1[fluorescence artefact?]
39	COc1ccc(C2=NN(CN3C(=O)C(=O)c4ccccc43)C(c3ccc(OC)cc3)C2)cc1 (stereo not given)	x	0.6	-25.4	16.1	2.6	-6.6	7.7	x	0.0[fluorescence artefact?]
40	N/C(=N\N=C\c1ccnc2ccccc12)SC1CC(=O)N(c2ccc(Br)cc2)C1=O (stereo not given)	0.9	10.0[fluorescence artefact?]	-155.9	-34.4	11.4	66.4*	x	x	9.0[fluorescence artefact?]

# Reprinted: nos. 31 to 40
No.	SMILES	zVAD death inh	14-3-3 Bad inh	m-calpain inh	EP2 mod	Tb hexokinase	Hck Nef HTS	EP2 antag	Rad51 HR inh	eIF4E-4G inh
31	O=C(Nc1ccccc1)c1cccnc1N1CCCC1	0.8	-5.5	3.9	28.4	-19.3	-0.6	7.1	-4.1	-7.1[fluorescence artefact?]
32	COCCN(CCOC)S(=O)(=O)c1ccc(C(=O)Nc2nc3c(s2)CCc2ccccc2-3)cc1	1.0	-5.5	-207.8	17.9	-8.2	7.3	4.8	4.5	-2.3
33	Cc1ccc(NC(=O)NC(=O)c2cnccc2C(F)(F)F)c(C)c1	0.2	-11.0	2.9	-25.4	8.1	5.7	7.6	11.9	-2.2
34	CCCc1nc(SCC(=O)N2CCc3ccccc3C2)c2ccccc2n1	0.7	-10.0	18.3	56.6	4.4	1.7	9.4	3.9	1.2
35	CCOC(=O)C1=NNC(C(=O)c2ccccc2)C1c1ccc(OC)cc1 (stereo not given)	0.0	x	x	x	1.0	-2.6	6.0	-1.5	x
36	CCn1c(CNC(=O)COc2ccc(C(C)C)cc2)nnc1SCC(=O)Nc1ccc(F)cc1	0.5	0.7	-3.3	-3.0	8.2	-20.4	12.1	-6.9	-2.2
37	COc1ccccc1N1CCN(C2CCN(C(=O)COc3cccc(C)c3)CC2)CC1	-0.1	25.7	27.0	-10.4	16.8	3.1	7.2	-3.7	-5.4
38	N#Cc1cc(C#N)c(N2CCN(c3cccc(Cl)n3)CC2)nc1N	0.0	1.8	30.0	-41.6	-6.8	-1.2	17.9	-2.7	6.1[fluorescence artefact?]
39	COc1ccc(C2=NN(CN3C(=O)C(=O)c4ccccc43)C(c3ccc(OC)cc3)C2)cc1 (stereo not given)	x	0.6	-25.4	16.1	2.6	-6.6	7.7	x	0.0[fluorescence artefact?]
40	N/C(=N\N=C\c1ccnc2ccccc12)SC1CC(=O)N(c2ccc(Br)cc2)C1=O (stereo not given)	0.9	10.0[fluorescence artefact?]	-155.9	-34.4	11.4	66.4*	x	x	9.0[fluorescence artefact?]

# Carrying on:
No.	SMILES	zVAD death inh	14-3-3 Bad inh	m-calpain inh	EP2 mod	Tb hexokinase	Hck Nef HTS	EP2 antag	Rad51 HR inh	eIF4E-4G inh
41	Cc1ccccc1NC(=O)CSc1nc2cc3c(cc2cc1C)CCC3	0.1	-9.3[fluorescence artefact?]	-2.6	12.9	-2.3	1.4	8.0	3.9	-19.3[fluorescence artefact?]
42	Cc1ccc(SCCC(=O)N2CCOCC2)cc1	-0.2	2.9	5.5	21.3	-4.7	2.1	10.2	4.7	1.0
43	COc1ccccc1NC(=O)c1nnn(Cc2ccccc2)c1NC(C)=O	0.1	1.6	9.9	-15.1	4.3	0.1	2.0	-25.0	0.9[fluorescence artefact?]
44	Cc1noc(/C=C/c2ccco2)c1S(=O)(=O)N1CCC(C(=O)N2CCc3ccccc32)CC1	1.5	-3.5	-66.5	12.8	-31.5	0.4	13.7	-8.0	2.7
45	O=C(Cc1nc2ccccc2[nH]c1=O)c1ccc(Cl)cc1	0.6	24.8	19.6	-9.2	-9.9	-45.7	9.9	-48.6	4.0
46	NC(CSCc1ccccc1Cl)C(=O)O (stereo not given)	-0.9	0.8	2.7	-27.1	-2.4	-3.3	5.1	-10.1	4.3
47	CCCn1c(-c2ccc[nH]c2=O)nc2ccccc21	0.6	-3.8	i	16.9	-2.7	2.6	8.6	x	5.1
48	N#CC1=C2Sc3ccccc3N2CCCC1=O	0.8	14.9	-0.1	-11.6	3.5	0.5	11.5	-12.6	9.9
